HT1080NT lethal: kills 2HG-producing HT-1080-NT fibrosarcoma cells; HT-1080-NT fibrosarcoma viability, CellTiter-Glo ATP luminescence, 48 h; Potency, µM (titrated, usually from 46.1 µM), for the others: top-dose activity, negative = less viability, hits mostly cytotoxic; hit rate 1.6% among 360,000; AID 686970;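 note: NT is the 2HG producing partner of a matched IDH1 knockdown line; 0% = DMSO-treated cells and -100% = media-only wells without cells; nearly all actives have a fitted effect of over 55% in size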
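Luminescent CellTiter-Glo readout after 48 hours of compound exposure at 37 degrees C defined viability of HT-1080-NT cells. Activity was normalized to DMSO wells and cell-free media wells; concentration-response curves were fitted and assigned curve classes.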
GLP1R cytotox: cytotoxic in the GLP-1 receptor inverse agonist counter-screen | HEK293 cAMP-luciferase reporter cells, luminescence, 24 h | hit rate 0.13% among 410,000 | Potency, µM (top dose mostly 38.3 µM), without a hit: top-dose activity change, negative = inhibition, most hits filed as inhibitors;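 note: loss of luciferase light is scored as toxicity; % is set by controls: 0 for no effect and ±100 for the full control effect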
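Step one: seed cells (200 cells/uL, DMEM with 10% Nu serum, 1% pen-strep). Step two: 12-hour incubation at 37 deg C. Step three: pin 23 nL compound, incubate 24 hr. Step four: add luciferase reagent, read luminescence 12 min later.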
KB-3-1 cytotox: KB-3-1 parental cell cytotoxicity; KB-3-1 viability, CellTiter-Glo ATP luminescence, 72 h; Potency, µM (top dose mostly 46.1 µM), for inactives: at the top dose activity change, negative = cytotoxic, usual class: cytotoxic; hit rate 1.4% among 400,000; AID 1347075; note: % is set by controls: 0 for no effect and ±100 for the full control effect; nearly all actives have a fitted effect of over 60% in size
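Cytotoxicity measured as CellTiter-Glo luminescence after 72 h at 37 C. Compound titrations were pinned onto drug-naive KB-3-1 parental adenocarcinoma cells grown in DMEM with 10% FBS, and normalized data fitted to concentration-response curves.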
GLP-1R agonist: activates the human GLP-1 receptor | AID 624172 | HEK293 GLP-1R CRE-luciferase, luminescence, 4-6 h; cells express a hypersensitive GLP-1R form | hit rate 0.007% among 380,000 | Potency, µM (top dose mostly 45.6 µM), without a hit: at the highest dose activation, hits mostly activators | P43220; note: % of control where 0% means no effect
Target sequence (P43220 whole entry, looked up): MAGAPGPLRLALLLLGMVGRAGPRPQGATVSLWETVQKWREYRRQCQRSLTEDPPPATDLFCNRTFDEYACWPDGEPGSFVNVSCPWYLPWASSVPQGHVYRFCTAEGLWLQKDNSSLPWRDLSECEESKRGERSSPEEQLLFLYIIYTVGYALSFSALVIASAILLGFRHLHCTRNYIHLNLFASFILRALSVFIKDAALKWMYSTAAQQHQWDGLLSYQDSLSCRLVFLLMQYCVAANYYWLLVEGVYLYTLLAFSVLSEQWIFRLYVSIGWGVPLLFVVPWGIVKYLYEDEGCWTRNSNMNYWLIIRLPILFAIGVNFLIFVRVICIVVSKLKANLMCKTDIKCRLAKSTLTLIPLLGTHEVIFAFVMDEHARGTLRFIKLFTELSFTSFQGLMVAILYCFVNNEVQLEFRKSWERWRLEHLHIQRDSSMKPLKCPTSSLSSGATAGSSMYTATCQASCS
KB-V1 cytotox: KB-V1 MDR subline cytotoxicity. KB-V1 MDR cells viability, CellTiter-Glo, 72 h. Potency, µM (top dose mostly 46.1 µM), inactives show at the highest dose activity change, negative = cytotoxicity, hits mostly cytotoxic. hit rate 3.4% among 400,000; note: % is set by controls: 0 for no effect and ±100 for the full control effect; nearly all actives have a fitted effect of over 60% in size
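KB-V1 cells (P-gp-expressing MDR subline of KB-3-1) in phenol-red-free DMEM with 10% FBS were exposed to library compounds over a concentration series for 72 h at 37 degrees C. Viability read by CellTiter-Glo luminescence; concentration-effect curves fitted after normalization.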
SW480 rereplic: DNA re-replication induction in SW480 cells | SW480 DNA re-replication, Hoechst DNA content imaging, 48 h | hit rate 1.8% among 340,000 | Potency, µM (top dose mostly 46.1 µM), inactives show top-dose re-replication activation, actives largely listed as activators; note: % of control where 0% means no effect; nearly all actives have a fitted effect of over 55% in size
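Image-based DNA-content assay: after two days of treatment, nuclei were labelled with the DNA dye Hoechst and imaged, and hits were compounds raising the count of nuclei showing high fluorescence intensity.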
TDP-43 yeast inh: rescues yeast growth from TDP-43 toxicity. Potency, µM (highest dose often 46.1 µM), without a hit: top-dose growth rescue (activation), actives largely listed as activators. hit rate 1.8% among 410,000. TDP-43 expressing yeast growth rescue, BacTiter-Glo, 24 h; note: % of control where 0% means no effect; nearly all actives have a fitted effect of over 50% in size
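Galactose-induced TDP-43 yeast, OD600=0.02, compound pinned; 24 hr, 30 deg C; BacTiter-Glo luminescence for growth. Inhibitors of TDP-43 toxicity read as activators.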
GLP-1R inv ag: inverse agonists of human GLP-1 receptor. HEK293 GLP-1R CRE-luciferase, luminescence, 24 h; GLP-1R form is constitutively active. Potency, µM (highest dose often 38.3 µM), without a hit: at the top dose activity change, negative = inhibition, hits mostly inhibitors. hit rate 1.6% among 410,000. AID 624417; note: % is set by controls: 0 for no effect and ±100 for the full control effect; nearly all actives have a fitted effect of over 55% in size
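Readout was luciferase luminescence, measured 12 min after detection reagent at room temperature. Beforehand, GLP-1R reporter HEK293 cells had sat 12 h, then received compounds for 24 hr at 37 deg C.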
HT1080 IDH1KD tx: HT-1080 IDH1 knockdown cell toxicity (counter line) | Potency, µM (titrated, usually from 46.1 µM), for the others: at the highest dose activity, negative = toxicity, usual class: cytotoxic | HT-1080 IDH1 knockdown viability, ATP luminescence, 48 h | hit rate 2% among 360,000;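 note: 0% = DMSO wells and -100% = cell-free medium wells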
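In this qHTS, HT-1080 cells depleted of IDH1 are exposed for 48 h at 37 °C to compound titrations. Toxicity is scored from CellTiter-Glo luminescence, with DMSO as full viability and medium alone as none.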
An asterisk follows results filed as active; ? = inconclusive; nt = no result given; & = joins results of further samples; [ ] = another dose, or the depositor's remark. Calls come from the whole dose curve; as a rule, active = well fitted curve in the direction sought with a large enough effect; inconclusive = small, poorly fitted or top-dose-only effect, or another doubt; inactive = no such curve, though single readings can be large; an effect the other way counts as inactive or inconclusive. Potency is the fitted concentration of half-maximal effect.

Structure | GLP-1R inv ag | GLP-1R agonist | HT1080 IDH1KD tx | KB-3-1 cytotox | HT1080NT lethal | KB-V1 cytotox | SW480 rereplic | TDP-43 yeast inh | GLP1R cytotox
CCOC(=O)C1(CC2CCCCO2)CCN(Cc2cccnc2)CC1 (stereo not given) | -17% | 3% | -9% | 1% | -6% | -22% | -3% | 0% | 16%
CCOc1ccc(C=NC23CN4CN(CN(C4)C2)C3)cc1 | 12% | -22% | 9% | 7% | 0% | -8% | -5% | 2% | 61%[activator]
COc1cc([N+](=O)[O-])c(OC)cc1SCc1n[nH]c(=S)n1-c1ccc(C)cc1 | -15% | 19% | -8% | 5% | -7% | -11% | 1% | 12% | -30%
CC(=O)NC(c1ccc(F)c(F)c1)c1nc(-c2cnc3ccccc3c2)cs1 (stereo not given) | -24% | 16% | 0% | 0% | -6% | -13% | nt | 29% | -5%
Cc1ccccc1CN1c2ccccc2-c2nc(SCC(=O)c3ccc(Cl)cc3)ncc2S1(=O)=O | 3% | nt | nt | 5% | nt | -7% | nt | 18% | 6%
OC(CNCCC(c1ccccc1)c1ccccc1)COc1ccccc1 (stereo not given) | ? | 0% | 23µM* | 1% | ? | ? | 1% | -21% | ?
O=C(CCc1nc(-c2ccccc2F)no1)NCCc1ccccc1Cl | ? | 0% | -8% | -1% | -5% | -17% | -2% | ? | -11%
COc1ccccc1NC(=O)CN(c1ccc(C23CC4CC(CC(C4)C2)C3)cc1)S(C)(=O)=O | ? | 9% | ? | 13% | ? | 2% | 16% | -10% | 10%
CCc1nnc(NC(=O)CCC(=O)N2CCN(CCc3ccccc3)CC2)s1 | 3% | -6% | 9% | 9% | 15% | 11% | -4% | 15% | -16%
COc1ccc(NC(C)=O)cc1NC(=O)CSc1nnc(-c2cccnc2)n1C | 6% | 8% | 2% | 2% | 2% | 20% | -4% | -14% | 14%
COc1ccc(N2CCN(c3nc(NCCc4ccc(OC)c(OC)c4)nc(OC)n3)CC2)cc1 | -4% | -15% | ? | 2% | ? | 0% | 1% | 0% | -21%
O=C(Nc1nnc(S(=O)(=O)N2CCCc3ccccc32)s1)c1ccccc1Br | ? | nt | nt | 0% | nt | 14% | nt | 19% | 0%
O=C(O)c1cccc(NN=C2c3ccccc3-c3ccccc32)c1 | 22% | -1% | 14% | 0% | 6% | 1% | -2% | ? | ?
COc1ccc([C@H]2CC(=O)C=C(/C=C/c3ccc(C(F)(F)F)cc3)C2)cc1 | 3% | 3% | 10% | 9% | 9% | 13% | -4% | -2% | 1%
CCOc1ccc(N(Cc2ccccc2F)C2=NC3CS(=O)(=O)CC3S2)cc1 (stereo not given) | ? | 4% | -5% | -28% | -8% | -5% | -17% | 29% | 15%
O=c1[nH]c2cc3c(cc2cc1CN(Cc1cccnc1)C(=S)NCc1ccco1)OCCO3 | 124%[activator] | 31% | -10% | -1% | -9% | 20% | -2% | -7%[0.397 µM] | -3%
C/C(=N\NC(=O)c1ccccc1N)c1ccc(NC(=O)Cc2ccccc2)cc1 | 4% | 0% | ? | -4% | -19% | ? | 4% | 19% | 8%
Cc1cc(S(=O)(=O)N2CCOCC2)ccc1OCC(=O)Nc1ccccc1C(F)(F)F | -12% | 1% | 1% | 0% | -3% | -16% | -3% | 12% | 5%
O=C(NC1CCCCC1)C(c1ccccc1)N(C(=O)c1cccs1)c1ccc2c(c1)OCO2 (stereo not given) | 0% | 3% | -7% | -3% | -2% | ? | 1.3µM* | -12% | 6%
O=C(COC(=O)c1cc(Br)ccc1O)Nc1ccc2c(c1)OCCO2 | 22% | 7% | -1% | 1% | -3% | ? | -4% | -4% | -4%
CN(C(=O)CNC(=O)c1ccc(Br)o1)C1CCCCC1 | 6% | -13% | 8% | nt | 8% | nt | 0% | 0% | -5%
O=C(NCCc1ccccn1)c1cc(C(=O)C2CCCCC2)c[nH]1 | 8% | -1% | 5% | -10% | 3% | -19% | 4% | 2% | 5%
CC(NC(=O)c1ccccc1F)C(=O)O (stereo not given) | 5% | -4% | 7% | -4% | 14% | 0% | -12% | -1% | -6%
Cc1ccsc1C(=O)N1CCC(N2CCC(C(=O)NCC3CCCO3)CC2)CC1 (stereo not given) | 0% | 0% | 7% | 10% | 4% | 4% | -6% | 1% | -14%
C[C@H](CO)N1C[C@H](C)[C@@H](CN(C)Cc2ccncc2)Oc2c(NS(=O)(=O)c3cccs3)cccc2C1=O | -2% | -5% | 21% | -1% | 21% | 23% | -9% | 16% | -36%
CCc1ccccc1Nc1nc(-c2cccnc2)cs1 | 11µM* | -6% | 0% | 0% | 11% | ? | -9% | 22% | -13%
O=C(Nc1ccc(O)cc1C(=O)O)c1ccc2c(c1)C(=O)N(Cc1ccco1)C2=O | 2% | -7% | 8% | ? | 5% | -1% | -16% | -16% | 0%
COc1ccc(Cl)cc1NC(=O)c1c(NCc2cccnc2)sc2c1CCCC2 | -18% | nt | nt | 2% | nt | 2% | nt | ? | -2%
COc1ccc(-c2c(C)oc3c(CN4CCCCC4C)c(O)ccc3c2=O)cc1 (stereo not given) | -13% | 2% | 2% | -6% | 0% | 13% | 0% | -2% | 1%
COc1ccc(/C=N/Nc2nc(N3CCCC3)nc(N3CCCC3)n2)c(OC)c1OC | 14% | 3% | 9% | 5% | 5% | 4% | 1% | 9% | -16%
CCCCc1nnc(NC(=O)C(=O)OCC)s1 | 9% | -5% | 1% | -1% | 10% | ? | -26% | ? | 4%
Cc1ccc(C)c(OCCCCn2cnc3ccccc3c2=O)c1 | -30% | 9% | ? | 6% | 2% | 1% | 5% | 7% | -5%
Clc1cccc(Cl)c1-c1nnc2cccc(Cl)n12 | -17% | -4% | 2% | 13% | 13% | -3% | -4% | 5% | 10%
O=C(N/N=C/c1ccc([N+](=O)[O-])cc1)c1ccc(COc2ccccc2-c2ccccc2)cc1 | -19% | 9% | 6% | ? | -6% | 16µM* | -9% | 3% | 0%
Cc1ccc(NC(=O)c2c(C(=O)Nc3ccccc3)sc3nc(C)cc(=O)n23)c(C)c1 | 8% | nt | nt | 9% | nt | -3% | nt | 26% | 0%
N#Cc1c2n(c3c(=O)n(Cc4ccc(Cl)cc4)cnc13)CCCCC2 | ? | 6% | -8% | 10% | -1% | -2% | -1% | 20µM* | 7%
COCCn1c(SCC(=O)N2CCCC(C)C2)nnc1-c1ccco1 (stereo not given) | -4% | 12% | 13% | -2% | 14% | 0% | -9% | -3% | -6%
COc1ccc(-n2cc(CNC(C)c3ccncn3)c(-c3cccc(F)c3)n2)cc1 (stereo not given) | ? | 8% | -14% | 10% | -12% | -24% | -9% | -15% | 3%
CC(=O)N1CCc2cc(S(=O)(=O)NCCC(=O)NCCc3ccc(C)cc3)ccc21 | 2% | 4% | ? | -9% | -9% | -1% | 2% | -3% | 4%
COc1ccc(CNC(=O)c2cc(=O)c3ccc(C)c(C)c3o2)cc1 | 55%[activator] | 7% | -2% | 8% | -22% | -20% | -6% | -11% | 7%
COc1cc2c(N3CCOCC3)cc(O)c(CC(=O)Nc3ccccc3)c2cc1OC | 30% | 20% | -17% | 0% | -21% | -11% | -4% | -4% | 12%
O=C(COc1ccc(Br)cc1Cl)NC1CCN(Cc2ccccc2)CC1 | ? | 9% | 0% | ? | 1% | ? | -3% | -17% | ?
NC(=O)c1sc2nc(-c3ccccc3)ccc2c1N | 13% | 13% | 24% | ? | 27% | 5.8µM* | ? | 19% | 143%[activator]
CCOc1cc(/C=N/n2cnnc2)ccc1OS(=O)(=O)c1ccccc1 | 28% | 15% | 6% | 0% | 5% | -23% | -11% | 22% | 2%
c1ccc(Oc2ccc(-n3cnnn3)cc2)cc1 | 0% | 5% | -6% | -31% | -7% | -1% | 0% | 26% | 0%
Cc1ccc2c3c([nH]c2c1)C(=O)CC(C)(C)S3 | 9% | 9% | 15% | 1% | -1% | 0% | 0% | -2% | 15%
Cc1nn(CCC(=O)NCc2ccc(N(C)C)cc2)c(=O)c2nn(-c3ccccc3)c(C)c12 | 6%&12% | 4% | -1% | -1%&0% | 4% | -5%&0% | 2% | -19%&12% | -14%&1%
COc1ccc(C2CC(=O)Oc3c(C(CCN4CCN(c5ccccc5)CC4)c4ccc(N(C)C)cc4)c(OC)cc(OC)c32)cc1 (stereo not given) | 1% | -3% | 4% | 23% | 4% | ? | -1%[9.22 µM] | 10% | 1%

2 compounds from above, showing only KB-3-1 cytotox, KB-V1 cytotox and GLP1R cytotox.
| structure | KB-3-1 cytotox | KB-V1 cytotox | GLP1R cytotox |
| --- | --- | --- | --- |
| O=C(COc1ccc(Br)cc1Cl)NC1CCN(Cc2ccccc2)CC1 | ? | ? | ? |
| NC(=O)c1sc2nc(-c3ccccc3)ccc2c1N | ? | 5.8µM* | 143%[activator] |

Remaining list, next part
Structure | GLP-1R inv ag | GLP-1R agonist | HT1080 IDH1KD tx | KB-3-1 cytotox | HT1080NT lethal | KB-V1 cytotox | SW480 rereplic | TDP-43 yeast inh | GLP1R cytotox
O=C(Nc1ccccc1)C1CCN(C(=O)c2ccc([N+](=O)[O-])cc2)CC1 | -13% | 4% | 3% | 19% | 5% | 1% | -2% | 0% | 0%
CC(C)c1nc2n[nH]c(N)c2c2c1CCC2 | 95%[activator] | 21% | 14% | 22% | 15% | -7% | -9% | 12% | -8%
COC(=O)/C(=C\c1ccc2c(c1)c1ccccc1n2C)NC(=O)c1ccccc1 | 3% | 1% | -14% | 0% | -10% | -18% | ? | -16% | 14%[1.53 µM]
CC(c1nc2ccccc2[nH]1)n1c(=O)c(-c2cccnc2)nc2ccccc21 (stereo not given) | -24% | nt | 25% | ? | 5% | -11% | nt | 6% | -8%
Clc1ccccc1/C=C/C=N/Nc1nc(N2CCOCC2)nc(N2CCOCC2)n1 | ? | 10% | -17% | ? | -1% | -11% | 0% | 13% | -3%
COc1cccc(/C=N/n2c(COc3ccccc3)n[nH]c2=S)c1OC | -6% | 6% | 0% | 3% | 3% | -20% | -10% | ? | -1%
CCOc1ccccc1N(C)C(=O)c1cc(S(=O)(=O)NCc2ccc(C)cc2)ccc1F | ? | nt | nt | ? | nt | -5% | nt | 16% | -21%

Assay outcomes: PubChem, National Center for Advancing Translational Sciences (NCATS)
